From PubChem BioAssay
XBP1 UPR activ – activators of adaptive XBP1 UPR arm, primary screen, cell-based, CHO-XBP1 luciferase reporter, luminescence, uHTS; activation, % at 20 µM; IRE1-XBP1 UPR activation; percent of tunicamycin response, DMSO as zero; 330,000 compounds, 0.33% hits; AID 463104, 2010;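 active means versus positive control, 20 µM dose yields 30% or more activation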;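 further: 100% = tunicamycin at 10 µg/mL and 0% = DMSO only wells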
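Material: CHO-XBP1 cells stably carrying IRE1-XBP1-driven luciferase reporter / Amount: 1000 cells per well / Compound: 20 µM, 1% DMSO / Times: 6 h treatment, 37 °C / Detection: luciferase luminescence / Measure: % activation of reporter signal versus tunicamycin and DMSO controls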
tim10-1 inh – growth inhibitors of tim10-1 mutant yeast, primary screen, luminescence, uHTS. 330,000 compounds, 2.2% hits. AID 463190, 2010. S. cerevisiae tim10-1 ts strain growth, BacTiter-Glo, 24 h. inhibition, % at 20 µM;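 active means inhibition of at least 40%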;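 further: mutant grown at 25 °C; 0% = DMSO wells with yeast and 100% = wells holding no yeast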
Mdm2-MdmX inh – inhibitors of human Mdm2-MdmX association, primary screen, cell-based, luminescence, split luciferase, SaOS-2, uHTS. SaOS-2 split-luciferase Mdm2/MdmX complementation. inhibition, % at 8 µM. 330,000 compounds, 3% hits. AID 485346, 2010;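 active means inhibition of at least 50% at 8 µM in the primary screen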
Target sequence (O15151 whole entry, looked up): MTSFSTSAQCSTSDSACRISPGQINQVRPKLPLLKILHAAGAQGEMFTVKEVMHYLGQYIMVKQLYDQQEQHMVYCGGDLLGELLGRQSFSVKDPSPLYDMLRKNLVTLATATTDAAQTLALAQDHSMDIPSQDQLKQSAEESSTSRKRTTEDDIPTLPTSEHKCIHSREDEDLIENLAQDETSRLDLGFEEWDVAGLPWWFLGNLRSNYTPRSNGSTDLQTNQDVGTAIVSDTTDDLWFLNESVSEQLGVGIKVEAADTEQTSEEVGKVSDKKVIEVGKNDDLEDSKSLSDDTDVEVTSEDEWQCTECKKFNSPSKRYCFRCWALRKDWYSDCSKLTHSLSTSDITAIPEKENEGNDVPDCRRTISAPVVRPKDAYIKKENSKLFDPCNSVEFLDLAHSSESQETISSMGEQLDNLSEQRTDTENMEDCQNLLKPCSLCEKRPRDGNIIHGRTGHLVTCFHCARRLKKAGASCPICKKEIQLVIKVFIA
Target sequence (Q00987 whole entry, looked up): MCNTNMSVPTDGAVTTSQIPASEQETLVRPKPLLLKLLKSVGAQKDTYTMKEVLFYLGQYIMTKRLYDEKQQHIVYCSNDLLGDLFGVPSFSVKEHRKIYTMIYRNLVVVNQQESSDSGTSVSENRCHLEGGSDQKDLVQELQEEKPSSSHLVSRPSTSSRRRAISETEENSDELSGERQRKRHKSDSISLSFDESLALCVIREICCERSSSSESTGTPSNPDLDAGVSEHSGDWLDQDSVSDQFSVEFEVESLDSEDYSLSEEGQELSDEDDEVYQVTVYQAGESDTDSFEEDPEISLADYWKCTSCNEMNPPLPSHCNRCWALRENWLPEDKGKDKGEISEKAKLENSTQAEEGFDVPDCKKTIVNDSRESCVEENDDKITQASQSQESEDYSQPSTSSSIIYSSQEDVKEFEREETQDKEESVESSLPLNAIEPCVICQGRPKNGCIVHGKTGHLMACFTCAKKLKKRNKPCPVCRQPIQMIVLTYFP
697 NFkB inh – inhibitors of PMA/ionomycin-induced NF-kB reporter, 697 cells, primary screen, B-cell NF-kB inhibitor project, cell-based, luminescence, uHTS. inhibition, % at 4 µM. 697 B-cell NF-kB luciferase reporter, 16 h. 330,000 compounds, 0.33% hits; in the data active means inhibition above about 35%
UPR CHOP act – activators of apoptotic CHOP UPR arm, primary screen, cell-based, CHO-CHOP luciferase reporter, luminescence, uHTS. UPR activation; percent of tunicamycin response over DMSO baseline. activation, % at 10 µM. 330,000 compounds, 0.34% hits;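 active means at 10 µM dose, activation of 40% or more, normalized to positive control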;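 further: 100% = tunicamycin at 10 µg/mL and 0% = DMSO alone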
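Test system: CHO CHOP reporter cells. Input: 500 CHO-CHOP cells per well. Medium: F12 with 10% FBS. Technique: luciferase luminescence. Measure: percent activation relative to tunicamycin control. Dosing: 10 µM compound, 0.5% DMSO. Timing: 16-18 h cell attachment, then 6 h compound exposure, 37 °C.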
tim23-1 inh – growth inhibitors of tim23-1 mutant yeast, primary screen, luminescence, uHTS; inhibition, % at 20 µM; 330,000 compounds, 1.3% hits; AID 463212, 2010; S. cerevisiae tim23-1 growth, BacTiter-Glo luminescence, 24 h;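 active means growth inhibition of the mutant yeast at or above 50%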;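 further: temperature-sensitive mutant grown at 25 °C; plate controls were DMSO-treated mutant yeast for no effect and medium wells lacking yeast for full effect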
Jurkat NFkB inh – inhibitors of induced NF-kB luciferase reporter, primary screen, TCR NF-kB activation inhibitor project, cell-based, luminescence, uHTS | Jurkat, PMA/ionomycin-induced NF-kB luciferase reporter | 330,000 compounds, 0.53% hits | inhibition, % at 4 µM | AID 435003, 2010; in the data active means inhibition above about 50%
TIM10 inh – growth inhibitors of isogenic TIM10 control yeast, primary screen, counter-screen for tim10-1 yeast inhibitor project, luminescence, uHTS; S. cerevisiae TIM10 strain growth, BacTiter-Glo luminescence, 24 h; inhibition, % at 10 µM; 330,000 compounds, 1.4% hits; AID 463195, 2010;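 active means inhibition of 40% or more at the single tested concentration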;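 further: wild-type TIM10 isogenic control strain grown at permissive 25 °C; 0% = DMSO yeast wells and 100% = minimal medium wells without yeast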
* = called active by the depositor.

SMILES	XBP1 UPR activ	tim10-1 inh	Mdm2-MdmX inh	697 NFkB inh	UPR CHOP act	tim23-1 inh	Jurkat NFkB inh	TIM10 inh
COC(=O)c1ccccc1-n1c(CCC(=O)O)ccc1-c1ccccc1	-1	-18	-20	-15	-1.0	2	-16	-8
CCOC(=O)N1CCN(CCC(=O)Nc2ccc(Br)cc2)CC1	-1	-2	-28	8	-0.4	-1	-12	-1
Cc1ccc2c(CN3CCN(S(=O)(=O)/C=C/c4ccccc4)CC3)cc(=O)oc2c1	-3	40*	12	12	1.7	47	0	36
O=C(CCc1c[nH]c2ccccc12)N[C@@H](Cc1c[nH]c2ccc(O)cc12)C(=O)O	0	4	10	15	-1.8	10	-7	9
Cc1ccc(C)c(OCCn2cc(C(=O)O)c3ccccc32)c1	-3	20	-17	9	0.0	28	6	14
COc1cc(/C=C2\C(=O)ON=C2c2ccccc2)cc(OC)c1OC	2	24	-37	-26	-0.4	22	-32	4
COc1cccc(C(=O)OCC(=O)NC2CCCc3ccccc32)c1O (stereo unspecified)	2	13	-13	12	-0.4	22	2	4
O=C(N/N=C/c1ccccc1OC(F)F)NC1CCCCC1	3	-8	13	-10	1.3	24	-10	-11
COc1ccc(NC(=O)CN(C)S(=O)(=O)c2cnc[nH]2)cc1Cl	-3	-5	-3	5	-1.9	2	-1	-11
CCCCCCCCCC(=O)NNC(=O)c1c(O)c2ccccc2n(CC)c1=O	-5	-14	28	-22	0.7	-6	-30	-4
N#CCSc1ccsc1C(=O)Nc1ccc(F)cc1	1	31	1	0	1.6	32	-15	7
c1cn2c(Nc3ccc4c(c3)OCCO4)c(-c3ccc(N4CCOCC4)cc3)nc2cn1	-2	6	7	-7	2.7	9	-14	15
CCCN1CCC(=O)N([C@H](COc2ccccc2)c2ccccc2)CC1	-1	0	5	6	-1.4	5	-7	5
Cc1cc(=O)oc2cc(OC(=O)C3CCN(C(=O)c4ccc(F)cc4)CC3)ccc12	-1	33	-4	11	-1.3	3	7	10
Cc1csc(NC(=O)CSc2ccc3nnc(CCNS(=O)(=O)c4ccccc4)n3n2)n1	1	16	0	-27	-0.2	8	0	-9
O=C(NC(Nc1nc2ccccc2s1)(C(F)(F)F)C(F)(F)F)c1ccccc1	2	16	16	14	2.7	7	-3	18
Cc1cc(C)nc(N2CCCC(C(=O)NCCC3=CCCCC3)C2)n1 (stereo unspecified)	3	13	-7	22	-0.7	2	6	20
CCc1cccc(OCCCCN(CC)CC)c1	-2	2	14	-3	1.2	20	-4	11
COc1cccc(NC(=S)N(Cc2ccc(C(=O)O)cc2)Cc2ccc(OC)c(OC)c2)c1	3	-2	-6	15	-1.3	8	2	3
CCOc1c(Cl)cc(CNCC(C)C)cc1OC	0	14	7	20	0.3	-4	1	-18
COc1ccc(/C=C/c2cc(=O)c3cc(Cl)ccc3o2)cc1	5	31	1	13	6.4	38	-9	27
O=C(NCc1ccccc1)C(c1ccccc1F)N(CC1CCCO1)C(=O)c1ccccn1 (stereo unspecified)	-3	7	0	9	1.4	16	13	19
Nc1nc(SCC(=O)Nc2cc(C(F)(F)F)ccc2N2CCOCC2)n[nH]1	0	7	19	23	1.3	2	4	-18
O=C1CN(/N=C/c2ccc([N+](=O)[O-])o2)C(=O)N1	-4	5	0	2	-1.0	-2	-12	8
Cc1cc(OCC(=O)Nc2ccc3oc(-c4ccncc4)nc3c2)ccc1Cl	-1	11	13	7	2.5	-12	9	7

A draw from above in order of length of the SMILES, lowest first.
SMILES	XBP1 UPR activ	tim10-1 inh	Mdm2-MdmX inh	697 NFkB inh	UPR CHOP act	tim23-1 inh	Jurkat NFkB inh	TIM10 inh
Cc1ccc(C)c(OCCn2cc(C(=O)O)c3ccccc32)c1	-3	20	-17	9	0.0	28	6	14
Cc1csc(NC(=O)CSc2ccc3nnc(CCNS(=O)(=O)c4ccccc4)n3n2)n1	1	16	0	-27	-0.2	8	0	-9
Cc1ccc2c(CN3CCN(S(=O)(=O)/C=C/c4ccccc4)CC3)cc(=O)oc2c1	-3	40*	12	12	1.7	47	0	36

More results:
SMILES	XBP1 UPR activ	tim10-1 inh	Mdm2-MdmX inh	697 NFkB inh	UPR CHOP act	tim23-1 inh	Jurkat NFkB inh	TIM10 inh
O=c1c(/C=C(\O)c2ccc(F)cc2)nc2ccccc2n1-c1ccccc1	16	8	7	-20	9.3	17	3	15
O=C(CSc1cccc[n+]1[O-])Nc1ccccc1Oc1ccccc1	15	37	16	-8	108*	69*	0	32
O=[N+]([O-])c1ccc(S(=O)(=O)Nc2ccc3c(c2)OCCO3)cc1	-6	-8	-3	5	-0.7	17	-7	-7
Cc1ccccc1NC(=O)C(=O)NC(C)CCc1ccccc1 (stereo unspecified)	2	8	8	-8	-0.5	12	12	-21
COc1ccc(CC(C(=O)Nc2cc(C)ccc2C)/C(N)=N/O)cc1 (stereo unspecified)	3	-1	11	-11	0.9	4	-11	1
CCn1c(SCC(=O)Nc2ccc3c(c2)c2ccccc2n3CC)nnc1-c1cnccn1	22	18	-6	19	1.0	28	20	8
CCN(C(=O)CN(C)Cc1c(F)cccc1Cl)c1c(N)n(Cc2ccccc2)c(=O)[nH]c1=O	0	9	-47	-77	3.9	6	38	-4
COc1ccc(CN(C)Cc2cc(=O)oc3cc(C)c(C(C)C)cc23)cc1OC	1	5	20	-8	0.2	13	-4	-9
CC(NC(=S)Nc1ccc(OC(F)F)cc1OC(F)F)C(C)(C)C (stereo unspecified)	-1	33	11	-4	-0.4	29	-12	29
COCCN(C(=O)COC(=O)C1CC1C)c1c(N)n(Cc2ccccc2)c(=O)[nH]c1=O (stereo unspecified)	-3	-3	0	-1	-1.1	-6	1	-4
COc1cccc(NC(=O)C2CCCCC2)c1	-2	22	-2	-6	1.1	13	-27	8
COCC1CCN(Cc2nc(-c3ccc4c(c3)OCO4)no2)C1 (stereo unspecified)	5	15	-39	-63	4.7	12	-34	9
O=C(N/N=C\c1ccc(Cl)s1)c1ccc(Cn2cccn2)o1	-3	15	8	17	-0.9	14	3	4
CCOC(=O)c1c(N2C(=O)Nc3ccccc3N2O)n[nH]c1-c1cccc(Cl)c1	22	15	7	2	-0.3	26	13	-12
O=C(CSCc1ccccn1)Nc1ccccc1	0	-1	-5	-4	3.3	7	-16	0
COc1ccc(CC(=O)NNS(=O)(=O)c2ccc(F)cc2)cc1	1	6	19	-2	1.7	-7	-7	4
CCOC(=O)c1cc2occc2n1CC(=O)NC1CCCCC1C (stereo unspecified)	1	10	-8	5	0.4	9	-14	-6
CC(C)c1cc(Br)ccc1OCCCN1C(=O)NC(C)(C)C1=O	1	34	3	-37	0.3	13	-17	24
CCOC(=O)CN1C(=O)NC(C)(c2ccc(OC(F)F)cc2)C1=O (stereo unspecified)	2	6	-14	19	0.5	14	13	-17
Cc1ccc(S(=O)(=O)N(C)C)cc1NC(=S)NNC(=O)C1CC1	-3	3	0	-12	-1.7	-8	10	8
Cc1cccc(NC(=O)c2cccc(NS(=O)(=O)c3ccc(Cl)cc3)c2)c1	-3	11	21	4	1.2	14	-1	2
COc1ccc(/C=N/c2oc(-c3ccccc3)cc2C#N)cc1	0	8	-9	14	1.3	3	-5	2
CC(C)(CNc1ccc(S(=O)(=O)C(F)(F)F)cc1[N+](=O)[O-])N1CCOCC1	-1	24	21	-10	1.4	30	12	24
CC(C)(C)CN1CCNC(=O)C1CC(=O)NCCN1CCCc2ccccc21 (stereo unspecified)	-2	3	11	16	-1.7	8	2	7
COc1ccc(-c2nnc(SCC(=O)Nc3ccccc3)n2C)cc1	-1	15	15	-5	-1.2	10	-4	-1

Looked up by compound from the entries so far, three records:
SMILES	XBP1 UPR activ	tim10-1 inh	Mdm2-MdmX inh	697 NFkB inh	UPR CHOP act	tim23-1 inh	Jurkat NFkB inh	TIM10 inh
COc1ccc(CC(=O)NNS(=O)(=O)c2ccc(F)cc2)cc1	1	6	19	-2	1.7	-7	-7	4
COCC1CCN(Cc2nc(-c3ccc4c(c3)OCO4)no2)C1 (stereo unspecified)	5	15	-39	-63	4.7	12	-34	9
CCN(C(=O)CN(C)Cc1c(F)cccc1Cl)c1c(N)n(Cc2ccccc2)c(=O)[nH]c1=O	0	9	-47	-77	3.9	6	38	-4

More structures.
SMILES	XBP1 UPR activ	tim10-1 inh	Mdm2-MdmX inh	697 NFkB inh	UPR CHOP act	tim23-1 inh	Jurkat NFkB inh	TIM10 inh
O=C(O)c1cc(S(=O)(=O)NCc2ccco2)c(Cl)cc1Cl	0	14	4	-4	0.6	2	4	1
Cn1nnc(NC(=O)c2ccc([N+](=O)[O-])cc2Cl)n1	-2	-5	-9	-5	-0.4	5	-8	2
COc1ccc(-c2cc(=O)oc3c(C)c(OCC(=O)N[C@@H](Cc4ccc(O)cc4)C(=O)O)ccc23)cc1	1	7	5	6	-1.8	0	-17	-2
CCOC(=O)COc1nc(-c2ccccc2)cc(-c2ccco2)c1C#N	-1	16	16	-2	0.3	12	-7	3
CC(C)n1cnnc1SCC(=O)NCC(=O)Nc1ccc(F)cc1	-1	24	-29	-8	0.3	11	1	15
O=C(N/N=C/c1[nH]c2ccccc2c1Cl)c1cccc(Br)c1	1	-12	46	2	2.4	-4	23	22
Cc1ccc(C(=O)N2N=C(CC(C)C)CC2(O)C(F)(F)F)o1 (stereo unspecified)	-6	17	10	12	-1.8	6	1	-4
CC1CC(C)(C)CC2(C1)NC(=O)N(CC(=O)Nc1ccc(N3CCCCC3)cc1)C2=O (stereo unspecified)	1	3	15	-40	2.6	7	4	0
NS(=O)(=O)c1ccc(NC(=O)CSc2nnc(NC3CC3)s2)cc1	-1	-2	-6	8	0.6	9	13	-6
Cc1ccnc(NC(=O)c2cccc(S(=O)(=O)Nc3ccc(C)cc3C)c2)c1	-3	7	-2	-7	0.2	31	3	-7
O=C(CNC(=S)N(Cc1ccccc1F)C1CCCCC1)NCCN1CCOCC1	-1	6	12	8	-1.3	13	-3	-13
COc1ccc(/C=N\NC(=O)COc2ccccc2)c(C(=O)O)c1OC	0	-16	6	-14	-2.7	8	-12	15
Cc1cc(NS(=O)(=O)c2cccs2)no1	2	9	-10	19	2.7	10	9	-2
CSc1ccc(S(=O)(=O)N2CCC(C(=O)N3CCc4ccccc4C3)CC2)cc1	1	43*	22	15	0.0	30	18	10
COC(=O)CSc1nnc(CNc2ccc(F)cc2)o1	0	12	-2	8	-0.6	7	4	-4
CC(C)CCNC(=S)NC1CCCC1	0	23	-7	-5	-2.4	-20	16	-16
COC(=O)C(CC(C)C)NC(=O)c1cc(OC)c(OC)c(OC)c1 (stereo unspecified)	-2	15	19	2	-1.3	10	4	-2
Cc1ccc(NC(=O)c2cccc(OCc3c(C)noc3C)c2)c(C)c1	-3	37	11	-3	-0.4	18	3	22
COc1ccc(CN2C3CCCC2CC(NC(=O)Nc2ccccc2)C3)cc1 (stereo unspecified)	-2	-3	-5	-4	3.2	2	-6	-12
COc1ccc(CCNC(=O)C2CCCN2S(=O)(=O)c2cccc3nsnc23)cc1OC (stereo unspecified)	0	25	8	3	0.1	18	-4	11
Cc1cccc(NC(=O)C2C3CCC4C(CCC32)C4(Cl)Cl)c1 (stereo unspecified)	3	8	-15	-15	1.7	-10	7	-1
COc1ccccc1C1C(C(C)=O)=C(C)N=c2s/c(=C\c3cc(OC)c(OC)c(OC)c3)c(=O)n21 (stereo unspecified)	6	14	58*	19	2.7	16	8	31
O=C(CNS(=O)(=O)c1ccc(C(=O)N2CCCCC2)cc1)N1CCCCC1	0	8	-25	-3	-1.0	0	11	-7
CC(=O)c1c(C)cc(C)c(CSc2nnc(-c3ccco3)o2)c1C	-2	34	12	-37	-1.7	32	-8	12
